From PubChem BioAssay
GLS inh: qHTS for Inhibitors of Glutaminase (GLS); Glutaminase kidney isoform, mitochondrial (Homo sapiens), O94925; GLS enzymatic activity, qHTS titration; Potency, µM (highest dose often 45.5 µM), inactives show top-dose activity change, negative = inhibition, most hits filed as inhibitors; 410,000 compounds, 0.21% hits; AID 624170, 2012; further: on the % scale 0 is the no-effect control and ±100 the full control effect
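Compounds were pin-transferred onto hKGA, after which L-glutamine (1 mM solution) and a detection mix of glutamate oxidase, HRP and Amplex Red were added. Initial and 30 min RT fluorescence reads were collected.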
12-LOX inh: Primary qHTS assay for inhibitors of human arachidonate 12S-lipoxygenase (ALOX12): Round 2 | Polyunsaturated fatty acid lipoxygenase ALOX12 (Homo sapiens), P18054 | purified 12hLO, xylenol orange hydroperoxide absorbance | Potency, µM (highest dose often 108 µM), without a hit: top-dose activity change, negative = inhibition, usual class: inhibitors | 580,000 compounds, 1.1% hits; further: on the % scale 0 is the no-effect control and ±100 the full control effect
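Purified human 12hLO at 150 nM in 25 mM Hepes, 0.01% Triton X-100, pH 7.0, preincubated 15 min at room temperature with compound. Reaction started with 40 uM arachidonic acid, 30 min at room temperature. Hydroperoxide measured by Fe-xylenol orange, 573/405 nm absorbance ratio.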
JMJD2A Tudor: qHTS Assay for Inhibitors of JMJD2A-Tudor Domain. AlphaScreen JMJD2A-Tudor / H3K4me3 peptide binding. AID 504339, 2011. Potency, µM (titrated, usually from 114 µM), inactives show at the top dose activity change, negative = inhibition, actives largely listed as inhibitors. Lysine-specific demethylase 4A (Homo sapiens), O75164. 390,000 compounds, 4.4% hits; further: on the % scale 0 is the no-effect control and ±100 the full control effect; nearly all actives have a fitted effect of over 50% in size
Tb PGK inh: qHTS Assay to Find Inhibitors of Phosphoglycerate Kinase; 380,000 compounds, 0.043% hits; Phosphoglycerate kinase, glycosomal (Trypanosoma brucei brucei), P07378; Potency, µM (doses to about 57.5 µM), for the others: at the top dose activity change, negative = inhibition, hits mostly inhibitors; AID 602233, 2012; PGK/GAPDH coupled, Kinase-Glo luminescence, 60 min; further: on the % scale 0 is the no-effect control and ±100 the full control effect; nearly all actives have a fitted effect of over 60% in size
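Luminescent ATP detection (Kinase-Glo Plus) follows a 60-minute room-temperature incubation, with wells lacking PGK as controls. Buffer: 100 mM TEA (pH 7.6), 5 mM MgCl2, 0.01% Tween-20. Coupling enzyme GAPDH (100 nM final) supplies unstable 1,3-BPG in-well.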
HP1b chromo inh: HTS for Inhibitors of HP1-beta Chromodomain Interactions with Methylated Histone Tails. Chromobox protein homolog 1 (Homo sapiens), P83916. AlphaScreen HP1-beta / biotin-H3K9me3 peptide binding. Potency, µM (doses to about 114 µM), without a hit: at the highest dose activity change, negative = inhibition, most hits filed as inhibitors. 390,000 compounds, 0.56% hits. AID 540317, 2011; further: nearly all actives have a fitted effect of over 70% in size; inactives centre near 23
Target sequence (P83916 whole entry, looked up): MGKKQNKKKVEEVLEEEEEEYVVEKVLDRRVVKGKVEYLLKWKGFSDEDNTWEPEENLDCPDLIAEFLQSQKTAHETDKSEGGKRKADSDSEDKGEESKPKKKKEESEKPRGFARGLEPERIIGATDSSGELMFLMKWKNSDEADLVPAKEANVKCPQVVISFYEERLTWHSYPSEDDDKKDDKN
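AlphaScreen: HP1-beta (50 nM) preformed 30 min with biotin-H3(1-18)K9me3 peptide (50 nM) in PBS pH 7.4, 0.01% Tween-20. Compound added for 30 min at RT, then streptavidin donor/nickel chelate acceptor beads (10 ug/mL) for 30 min.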
RGS4 inhibitor: Inhibitors of Regulator of G Protein Signaling (RGS) 4: qHTS. Transcreener GDP fluorescence polarization, RGS4-accelerated GTP hydrolysis. Potency, µM (doses to about 114 µM), inactives show at the top dose activity change, negative = inhibition, usual class: inhibitors. 390,000 compounds, 0.039% hits. AID 504845, 2011; further: on the % scale 0 is the no-effect control and ±100 the full control effect; nearly all actives have a fitted effect of over 75% in size; some results filed as inactive show a strong effect at the top dose
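MLSMR compounds (23 nl, pin-transferred) preincubated 10 min at room temperature with a 500nM (2x) first reagent, then RGS4 at 900nM (2x) plus Transcreener GDP mix added; fluorescence polarization (620/688 nm) read before and after 90 min at 30 °C.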
ERG-DNA inh: qHTS for Small Molecule Inhibitors of the ERG Ets/DNA interaction. Potency, µM (titrated, usually from 76.9 µM), without a hit: at the top dose FP activity, negative = inhibition, most hits filed as inhibitors. Transcriptional regulator ERG (Homo sapiens), P11308. 370,000 compounds, 0.028% hits. fluorescence polarization, His-ERG Ets domain / labelled DNA; active means well fitted inhibition curve with a large enough effect in the polarisation, with a control signal flat; inconclusive means small, poorly fitted or top-dose-only effect, or effect the other way, or a change in a side signal; inactive means no such curve, though single readings can be large or run the other way; the % refers to the polarisation;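 further: polarization taken with two DNA probes labelled with fluorescein and Texas red; % of control where 0% means no effect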
Target sequence (P11308 whole entry, looked up, the tested form may be a part): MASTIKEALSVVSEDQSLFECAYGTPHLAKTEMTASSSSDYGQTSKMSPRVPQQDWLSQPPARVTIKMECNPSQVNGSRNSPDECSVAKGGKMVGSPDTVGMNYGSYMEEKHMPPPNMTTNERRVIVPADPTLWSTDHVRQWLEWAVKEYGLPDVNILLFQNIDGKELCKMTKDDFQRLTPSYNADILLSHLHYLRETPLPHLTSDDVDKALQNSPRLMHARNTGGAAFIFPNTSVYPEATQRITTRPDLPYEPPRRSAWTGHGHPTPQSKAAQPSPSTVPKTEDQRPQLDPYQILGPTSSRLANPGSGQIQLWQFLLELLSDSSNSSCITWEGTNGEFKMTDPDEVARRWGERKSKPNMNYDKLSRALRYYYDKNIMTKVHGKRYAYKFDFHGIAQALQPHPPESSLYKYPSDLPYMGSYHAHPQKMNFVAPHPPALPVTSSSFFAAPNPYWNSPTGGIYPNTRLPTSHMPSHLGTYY
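His-tagged ERG Ets domain (1 uM in the protein solution; 300mM KCl, 50mM Tris-HCl, 1mM EDTA, 1mM DTT, pH 7.5) received compound, then a probe mix of 5 nM fluorescein-DNA and 100nM Texas-615-DNA. Fluorescence polarization was read for both dyes.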
rTrxR1 inhibitor: qHTS Assay for Inhibitors of Mammalian Selenoprotein Thioredoxin Reductase 1 (TrxR1): qHTS | Thioredoxin reductase 1, cytoplasmic (Rattus norvegicus), O89049 | recombinant rTrxR1, NADPH fluorescence consumption, selenite substrate | Potency, µM (top dose mostly 114 µM), for inactives: top-dose activity change, negative = inhibition, actives largely listed as inhibitors | 390,000 compounds, 1% hits | AID 588453, 2011; further: on the % scale 0 is the no-effect control and ±100 the full control effect; nearly all actives have a fitted effect of over 65% in size
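Rat TrxR1 (90 nM in the dispensed reagent) was pre-reduced with 400 uM NADPH for 5 min at room temperature, then incubated with compound for 15 min. After 400 uM selenite was added, NADPH fluorescence (Ex 340/Em 450 nm) was followed for 8 min.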
Pin1 inhibitor: qHTS Assay to Find Inhibitors of Pin1 | Peptidyl-prolyl cis-trans isomerase NIMA-interacting 1 (Homo sapiens), Q13526 | Pin1 FP peptide displacement, HiFluor488, 10 min | Potency, µM (doses to about 115 µM), for inactives: at the top dose activity, negative = inhibition, hits mostly inhibitors | 390,000 compounds, 0.009% hits | AID 504891, 2011; active means well fitted inhibition curve with a large enough effect in the polarisation, with a control signal flat, not every such curve was filed as active; inconclusive means small, poorly fitted or top-dose-only effect, or effect the other way, or a change in a side signal; inactive means no such curve, though single readings can be large or run the other way; the % refers to the polarisation; further: on the % scale 0 is the no-effect control and ±100 the full control effect
Starred values were filed as active, the others as inactive; i = inactive; ? = inconclusive; . = not tested or not shown; [ ] = dose if it differs, or a comment. Unless noted, the call rests on the fitted dose curve; in most records, active means well fitted curve in the direction sought with a large enough effect; inconclusive means small, poorly fitted or top-dose-only effect, or another doubt; inactive means no such curve, though single readings can be large; an effect the other way counts as inactive or inconclusive. Potency means the concentration at half of the fitted maximal effect.

Values run as follows: GLS inh | 12-LOX inh | JMJD2A Tudor | Tb PGK inh | HP1b chromo inh | RGS4 inhibitor | ERG-DNA inh | rTrxR1 inhibitor | Pin1 inhibitor
1) O=c1c2sc3nc(N4CCOCC4)c4c(c3c2nnn1Cc1ccccc1)CCCC4
 : 7% | 1% | -20% | i | 4% | 11% | 8% | -3% | -1%
2) COCCCNc1nc2ccccc2nc1NS(=O)(=O)c1cccc(C)c1
 : 10% | ? | 7% | 4% | 17% | 11% | 2% | 17%[57.1 µM] | 2%
3) Cc1cccnc1Sc1c([N+](=O)[O-])ncn1C
 : 2% | -8% | -2% | -4% | 29% | 3% | 1% | ? | 2%
4) COc1ccc(CCN2C(=O)CSC2=Nc2ccc(C(C)C)cc2)cc1OC
 : 0% | 94%[activator] | -4% | -2% | 34% | -3% | ? | 10%[57.1 µM] | -6%
5) COc1cccc(-c2cc(C(F)(F)F)n3nc(-c4ccc(C)cc4)cc3n2)c1
 : 8% | -28% | 15% | 4% | 42% | 6% | -1% | -2% | 3%
6) O=C(COC(=O)c1ccccc1)Nc1cc(S(=O)(=O)N2CCCCCC2)ccc1Cl
 : 2% | 356%[activator] | 10% | -2% | 41%[activator] | 11% | -2% | 28% | 7%
7) COc1cc(C2C(=O)N(C3CCCCCC3)CC(=O)N2CCc2ccccc2)ccc1OC(C)C (centres undefined)
 : 6% | -18% | -11% | -8% | 35% | 8% | -6% | 20%[57.1 µM] | -5%
8) O=S(=O)(c1ccc(-c2ccon2)s1)N1CCN(c2ccncc2)CC1
 : 8% | . | -4% | 0% | 22% | -45% | -1% | ? | 53%[activator]
9) COCCN(C(=O)COC(=O)/C=C/c1ccc(Cl)c(Cl)c1)c1c(N)n(Cc2ccccc2)c(=O)[nH]c1=O
 : 10% | ? | -20% | i | -22% | ? | 7% | 33%[activator] | 1%
10) Cc1ccc(N(CC(=O)NCc2ccccn2)S(=O)(=O)c2ccccc2)cc1C
 : 7% | 3% | -5% | 11% | 16% | 13% | 3% | 16% | -10%
11) O=C(/C=C/c1cn(CC(O)CN2CCCCC2)c2ccccc12)c1ccccc1 (centres undefined)
 : -1% | ? | ? | -11% | -23% | -11% | 5% | -13%[57.1 µM] | ?
12) CCOCCCn1c(SCC(=O)Nc2ccccc2OC)nc2ccccc2c1=O
 : 1% | 13% | -6% | -4% | 50%[activator] | 24% | 8% | 33% | 2%
13) CCOCc1c(C(=O)OCC(=O)/C(C#N)=C(\C)N)oc2ccccc12
 : -14% | 10% | 0% | 0% | 31% | 9% | 9% | 8%[57.1 µM] | 11%
14) COc1ccc(NC(=S)N2CCC(N(C)CC3CCCO3)CC2)cc1Cl (centres undefined)
 : 21% | -24% | -7% | -20% | 21% | -4% | -5% | ? | -3%
15) COc1ccc(S(=O)(=O)N2CCN(CC(=O)NCCc3cccs3)CC2)cc1
 : -13% | 23% | -7% | -3% | 32% | -30% | 13% | 11% | 3%
16) COc1cc(Cl)ccc1OCc1cc(C(=O)N2CCCC(OC)C2)no1 (centres undefined)
 : 5% | -6% | 7% | 6% | 19% | 13% | 3% | -6% | 8%
17) Nc1nc(N)nc(-c2cccc(Cl)c2)n1
 : -2% | ? | -8% | 0% | 36% | 2% | 9% | 17% | -4%

Some of the compounds tested; count on the stated rates, not on these rows.
